CHO parental Ca = ATP-evoked calcium signal inhibitors, parental CHO, primary screen, counter-screen for OX1R antagonist project, cell-based, fluorescence, Fluo-8 calcium dye; parental CHO-K1, ATP-induced calcium, Fluo-8 fluorescence; hit rate 0.63% among 330,000; AID 463079, 2010; inhibition, % at 5.6 µM;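 active = inhibition above that plate's mean sample inhibition plus 3 SD, cut at about 26% in these data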;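 note: 0% = ATP-challenged DMSO wells and 100% = DMSO wells without ATP; some compounds past the cut are filed as inactive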
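Assay system: untransfected parental CHO cell line. Also added: ATP agonist challenge. Dosing: one dose, 5.6 µM nominal. Measured by: Fluo-8 fluorescence. Read-out: % inhibition. Benchmarks: ATP wells versus no-ATP DMSO wells. Repeats: no replicates.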
CHRM4 antagonist = human M4 muscarinic receptor antagonists, primary screen, CHO cells, Fluo-8 calcium fluorescence; CHO-hM4 cells, ACh EC80; Muscarinic acetylcholine receptor M4 (Homo sapiens), P08173; hit rate 0.73% among 360,000; inhibition, % at 3 µM; AID 624125, 2012;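 active = inhibition above its plate's cutoff, the mean inhibition of sample wells plus 3 SD, cut at about 27% in these data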;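 note: 0% = acetylcholine EC80 with DMSO and 100% = DMSO without agonist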
Target sequence (P08173 whole entry, looked up): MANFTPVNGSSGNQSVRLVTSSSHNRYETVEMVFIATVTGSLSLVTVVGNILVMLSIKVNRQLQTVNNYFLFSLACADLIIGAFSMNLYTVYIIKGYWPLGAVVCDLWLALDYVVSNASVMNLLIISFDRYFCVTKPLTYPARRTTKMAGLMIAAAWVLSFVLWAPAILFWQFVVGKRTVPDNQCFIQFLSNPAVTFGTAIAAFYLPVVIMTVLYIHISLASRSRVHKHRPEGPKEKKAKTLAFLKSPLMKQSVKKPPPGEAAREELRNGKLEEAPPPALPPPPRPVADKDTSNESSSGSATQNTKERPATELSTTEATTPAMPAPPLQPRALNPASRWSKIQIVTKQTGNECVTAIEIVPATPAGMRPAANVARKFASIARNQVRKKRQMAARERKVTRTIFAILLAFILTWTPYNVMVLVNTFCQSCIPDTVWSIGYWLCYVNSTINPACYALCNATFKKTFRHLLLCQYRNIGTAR
OXTR potentiator = human OXTR potentiators, primary screen, fluorescence, CHO-OTR cells, Fluo-8 calcium; Oxytocin receptor (Homo sapiens), P30559; Fluo-8 calcium fluorescence, potentiator mode; 0% = oxytocin EC15, 100% = EC100; activation, % at 3 µM; hit rate 0.061% among 320,000; AID 2445, 2010;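 active = activation above that plate's cutoff, the mean activation of tested compounds plus 3 SD, cut at about 6.6% in these data, passing the limit was not always enough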;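 note: 100% uses oxytocin at 75 nM as the full agonist control; some results filed as inactive read as strong as hits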
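Material: CHO-OTR cells, human receptor; compound dosing: single dose, 3.0 µM nominal final compound concentration; schedule: 6 min compound pre-incubation at room temperature, 100 s kinetic read; measured by: kinetic Fluo-8 calcium fluorescence; read-out basis: % activation vs EC15 and EC100 oxytocin; controls: EC15 oxytocin alone as 0%, 75 nM oxytocin as 100%; replicates: singlicate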
CHO-K1 Ca antag = counter-screen for M1 antagonists: effect in parental CHO-K1 cells; inhibition, % at 3 µM; ATP-induced calcium, Fluo-8 fluorescence; hit rate 0.6% among 360,000;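 active = inhibition above a per-plate cutoff, the plate's mean sample inhibition plus 3 SD, cut at about 24% in these data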;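 note: 0% = DMSO plus EC80 ATP and 100% = DMSO alone without ATP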
CHRM4 agonist = human M4 muscarinic receptor agonists, primary screen, CHO-K1 cells, Fluo-8 calcium fluorescence; CHO-K1 hM4/Gqi5; vehicle 0%, full acetylcholine response 100%; Muscarinic acetylcholine receptor M4 (Homo sapiens), P08173; hit rate 0.14% among 360,000; activation, % at 3 µM;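 active = activation above the run mean over all test wells plus 3 SD, cut at about 32% in these data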;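 note: peak over basal fluorescence ratio per well then scaled between controls; 0% = DMSO wells and 100% = acetylcholine at EC100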
M1 antag = human M1 muscarinic receptor antagonists, primary screen, CHO-K1 cells, Fluo-8 calcium fluorescence, 1536-well | hit rate 1.3% among 360,000 | CHO-K1 hM1, ACh EC80 antagonist | Muscarinic acetylcholine receptor M1 (Homo sapiens), P11229 | AID 588852, 2011 | inhibition, % at 3 µM;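 active = percent inhibition above its own plate's cutoff, namely the mean of that plate's compound wells plus 3 SD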;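 note: peak over basal fluorescence ratio during 140 s after agonist addition; 0% = ACh EC80 plus DMSO and 100% = DMSO alone without agonist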
Target sequence (P11229 whole entry, looked up): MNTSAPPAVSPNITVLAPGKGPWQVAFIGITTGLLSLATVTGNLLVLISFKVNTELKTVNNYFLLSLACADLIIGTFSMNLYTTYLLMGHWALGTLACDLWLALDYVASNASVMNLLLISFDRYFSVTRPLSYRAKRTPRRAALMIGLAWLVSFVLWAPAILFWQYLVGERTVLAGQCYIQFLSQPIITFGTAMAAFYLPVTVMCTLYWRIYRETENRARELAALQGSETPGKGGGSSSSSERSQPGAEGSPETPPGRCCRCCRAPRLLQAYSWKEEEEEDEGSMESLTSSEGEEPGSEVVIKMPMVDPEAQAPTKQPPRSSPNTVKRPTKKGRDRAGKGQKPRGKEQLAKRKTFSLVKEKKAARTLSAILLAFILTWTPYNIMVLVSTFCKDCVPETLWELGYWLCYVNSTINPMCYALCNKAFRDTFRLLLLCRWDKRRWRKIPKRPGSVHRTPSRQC
CHO-K1 Ca ag = counter-screen for M1 agonists: effect in parental CHO-K1 cells. Fluo-8 calcium fluorescence; scaled to maximal ATP response, vehicle zero. activation, % at 3 µM. hit rate 0.48% among 360,000. AID 602248, 2012; in the data active = activation above about 15%;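 note: untransfected CHO-K1 host cells lacking M1 receptor as counterscreen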
CHRM1 agonist = human M1 muscarinic receptor agonists, primary screen, Fluo-8 calcium fluorescence, CHO-K1 cells, HTS | Muscarinic acetylcholine receptor M1 (Homo sapiens), P11229 | CHO-K1 hM1, agonist mode; 0% DMSO, 100% acetylcholine EC100 | activation, % at 3 µM | hit rate 0.33% among 360,000;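 active = activation above the run's mean compound activation plus 3 SD, cut at about 16% in these data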;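 note: peak over basal fluorescence ratio within a 140 s kinetic read after compound addition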
CHRM1 PAM = human M1 muscarinic receptor positive allosteric modulators, primary screen, CHO-K1 cells, Fluo-8 calcium fluorescence, 1536-well; Muscarinic acetylcholine receptor M1 (Homo sapiens), P11229; CHO-K1 hM1, ACh EC20; 0% = ACh EC20, 100% = maximal ACh; activation, % at 3 µM; hit rate 0.088% among 360,000; AID 588819, 2011; in the data active = activation above about 19%, passing the limit was not always enough
* = called active by the depositor.

What do the screens show for `Cc1nc2c3ccccc3nc(NNC(=O)CCC(=O)N3CCN(c4ccc(F)cc4)CC3)n2n1`?
CHO parental Ca: -17; CHRM4 antagonist: -26; OXTR potentiator: -8; CHO-K1 Ca antag: -15; CHRM4 agonist: 4; M1 antag: -2; CHO-K1 Ca ag: 0.8; CHRM1 agonist: -5; CHRM1 PAM: -1

How did COc1ccc(C(=O)N2CC=C(c3ccccc3)CC2)cc1S(=O)(=O)N1CCOCC1 do in these assays?
CHO parental Ca: -13; CHRM4 antagonist: 3; OXTR potentiator: -11; CHO-K1 Ca antag: 6; CHRM4 agonist: 3; M1 antag: 7; CHO-K1 Ca ag: 0.4; CHRM1 agonist: -3; CHRM1 PAM: -6

Results for CC1=CN2C(=N)/C(=C/c3ccc(Sc4ccc(C)cc4)o3)C(=O)N=C2S1 ?
CHO parental Ca: -19; CHRM4 antagonist: -1; OXTR potentiator: -4; CHO-K1 Ca antag: -1; CHRM4 agonist: 0; M1 antag: -4; CHO-K1 Ca ag: 0.0; CHRM1 agonist: -1; CHRM1 PAM: 4

What do the screens show for `CCc1cc2c(-c3ccccc3)cc(=O)oc2cc1OC(=O)c1cccs1`?
CHO parental Ca: -9; CHRM4 antagonist: -8; OXTR potentiator: -6; CHO-K1 Ca antag: -18; CHRM4 agonist: 1; M1 antag: -4; CHO-K1 Ca ag: 0.6; CHRM1 agonist: -9; CHRM1 PAM: 4

How did CCOC(=O)Cc1csc(NC(=O)CSc2nc(=O)[nH]c3c2CCCC3)n1 do in these assays?
CHO parental Ca: -19; CHRM4 antagonist: -12; OXTR potentiator: 1; CHO-K1 Ca antag: -12; CHRM4 agonist: 2; M1 antag: -14; CHO-K1 Ca ag: 0.8; CHRM1 agonist: -3; CHRM1 PAM: 8

How did O=C(Nc1cccc(NC(=O)c2ccco2)c1)c1ccc2c(c1)OCO2 do in these assays?
CHO parental Ca: -10; CHRM4 antagonist: 1; OXTR potentiator: -6; CHO-K1 Ca antag: 13; CHRM4 agonist: 5; M1 antag: 15; CHO-K1 Ca ag: 2.0; CHRM1 agonist: -2; CHRM1 PAM: -8

How did CCOC(=O)c1cc(-c2ccccc2)nc2c(O)cccc12 do in these assays?
CHRM4 antagonist: -8; CHO-K1 Ca antag: -20; CHRM4 agonist: 0; M1 antag: -23; CHO-K1 Ca ag: 1.6; CHRM1 agonist: 0; CHRM1 PAM: 7

Results for Cn1[nH]c(C(F)(F)F)c(C=NCc2ccc(Cl)cc2)c1=O ?
CHO parental Ca: 4; CHRM4 antagonist: -3; OXTR potentiator: -12; CHO-K1 Ca antag: -7; CHRM4 agonist: 1; M1 antag: -7; CHO-K1 Ca ag: 0.2; CHRM1 agonist: -7; CHRM1 PAM: 13

What do the screens show for `CC1CCCN(c2ccc(C(=O)Nc3ccc4c(c3)OCO4)cc2[N+](=O)[O-])C1` (stereo not given)?
CHO parental Ca: -26; CHRM4 antagonist: -7; OXTR potentiator: -9; CHO-K1 Ca antag: -1; CHRM4 agonist: 3; M1 antag: 8; CHO-K1 Ca ag: 1.0; CHRM1 agonist: -8; CHRM1 PAM: -4

What do the screens show for `COc1cccc(C(=O)N/N=C/c2ccc(OC3CSC3)cc2)c1`?
CHO parental Ca: -10; CHRM4 antagonist: -9; OXTR potentiator: -9; CHO-K1 Ca antag: 0; CHRM4 agonist: 3; M1 antag: -4; CHO-K1 Ca ag: 0.8; CHRM1 agonist: -2; CHRM1 PAM: 2

What do the screens show for `CC1(C)N=C(N)NC(=NCCCOc2ccc([N+](=O)[O-])cc2)N1`?
CHRM4 antagonist: 1; CHO-K1 Ca antag: -10; CHRM4 agonist: 1; M1 antag: 5; CHO-K1 Ca ag: 0.6; CHRM1 agonist: -12; CHRM1 PAM: 3

Results for COC(=O)C1(NC(=O)NC23CC4CC(CC(C4)C2)C3)CCCCC1 ?
CHO parental Ca: 1; CHRM4 antagonist: -3; OXTR potentiator: -9; CHO-K1 Ca antag: -9; CHRM4 agonist: 0; M1 antag: 3; CHO-K1 Ca ag: 0.1; CHRM1 agonist: -3; CHRM1 PAM: 4

How did O=C(c1cnc(Cl)c(Cl)c1)N1CCN(S(=O)(=O)c2cccs2)CC1 do in these assays?
CHRM4 antagonist: -4; CHO-K1 Ca antag: -3; CHRM4 agonist: 3; M1 antag: -14; CHO-K1 Ca ag: 0.9; CHRM1 agonist: -3; CHRM1 PAM: 9

How did Cc1ccc(S(=O)(=O)N2CCN(C(=O)COC(=O)/C=C/c3ccc(OC(F)F)cc3)CC2)cc1 do in these assays?
CHRM4 antagonist: -4; CHO-K1 Ca antag: -13; CHRM4 agonist: 6; M1 antag: -10; CHO-K1 Ca ag: 4.4; CHRM1 agonist: 1; CHRM1 PAM: 8

What do the screens show for `CC(=O)Nc1ccc(S(=O)(=O)Nc2cc(-c3ccccc3)nn2C)cc1`?
CHO parental Ca: -2; CHRM4 antagonist: 0; OXTR potentiator: -9; CHO-K1 Ca antag: -6; CHRM4 agonist: 0; M1 antag: -10; CHO-K1 Ca ag: -0.1; CHRM1 agonist: -1; CHRM1 PAM: 8

How did CN1CCN(C(=O)c2ccccc2NC(=O)c2ccccc2)CC1 do in these assays?
CHRM4 antagonist: -5; CHO-K1 Ca antag: 4; CHRM4 agonist: 1; M1 antag: -15; CHO-K1 Ca ag: 0.5; CHRM1 agonist: -2; CHRM1 PAM: 9

Results for Cn1nc([N+](=O)[O-])nc1Oc1ccccc1C(=O)N1CCOCC1 ?
CHO parental Ca: 3; CHRM4 antagonist: 0; OXTR potentiator: 2; CHO-K1 Ca antag: -3; CHRM4 agonist: 1; M1 antag: -7; CHO-K1 Ca ag: 0.8; CHRM1 agonist: -5; CHRM1 PAM: 7

What do the screens show for `CC(C)N1CCc2c(sc(NC(=O)c3cc4cc([N+](=O)[O-])ccc4s3)c2C(N)=O)C1`?
CHRM4 antagonist: -8; CHO-K1 Ca antag: 10; CHRM4 agonist: 0; M1 antag: -11; CHO-K1 Ca ag: 2.8; CHRM1 agonist: -2; CHRM1 PAM: 4

How did CC(=O)N(C(C)=O)c1nc2nc(C)cc(C)n2n1 do in these assays?
CHO parental Ca: -7; CHRM4 antagonist: -4; OXTR potentiator: -5; CHO-K1 Ca antag: -11; CHRM4 agonist: 0; M1 antag: -4; CHO-K1 Ca ag: 0.1; CHRM1 agonist: -2; CHRM1 PAM: 8

What do the screens show for `CCOc1ccc(OCCC(=O)N(CC)CC(=O)NCc2ccc(Cl)cc2)cc1`?
CHO parental Ca: -36; CHRM4 antagonist: -10; OXTR potentiator: 3; CHO-K1 Ca antag: -16; CHRM4 agonist: 3; M1 antag: -15; CHO-K1 Ca ag: 0.7; CHRM1 agonist: -3; CHRM1 PAM: 3

Results for CC1Cc2nc(SCC(=O)N3CCN(c4ccccc4)CC3)n(CCc3ccccc3)c(=O)c2S1 (stereo not given) ?
CHO parental Ca: -9; CHRM4 antagonist: 16; OXTR potentiator: -5; CHO-K1 Ca antag: -3; CHRM4 agonist: 13; M1 antag: 28; CHO-K1 Ca ag: 2.7; CHRM1 agonist: -9; CHRM1 PAM: -14

What do the screens show for `COc1cc(/C=C/C(=O)OCC(=O)NCc2ccccc2OC)ccc1O`?
CHO parental Ca: 2; CHRM4 antagonist: -11; OXTR potentiator: -7; CHO-K1 Ca antag: 9; CHRM4 agonist: 4; M1 antag: -6; CHO-K1 Ca ag: -0.4; CHRM1 agonist: 2; CHRM1 PAM: 16

What do the screens show for `CCCCc1ccc(NC(=O)CSCc2cc(=O)[nH][nH]2)cc1`?
CHO parental Ca: 0; CHRM4 antagonist: -3; OXTR potentiator: -1; CHO-K1 Ca antag: -34; CHRM4 agonist: 0; M1 antag: -13; CHO-K1 Ca ag: -0.4; CHRM1 agonist: -2; CHRM1 PAM: 8

How did COc1cccc(N2C(=O)CC(c3c[nH]c4ccccc34)C2=O)c1 (stereo not given) do in these assays?
CHO parental Ca: 1; CHRM4 antagonist: -6; OXTR potentiator: -12; CHO-K1 Ca antag: -2; CHRM4 agonist: 7; M1 antag: 0; CHO-K1 Ca ag: 0.3; CHRM1 agonist: -1; CHRM1 PAM: 4

How did Oc1cccc(C=NCc2ccccc2)c1 do in these assays?
CHO parental Ca: -20; CHRM4 antagonist: 6; OXTR potentiator: -11; CHO-K1 Ca antag: -16; CHRM4 agonist: 0; M1 antag: -8; CHO-K1 Ca ag: 0.3; CHRM1 agonist: -1; CHRM1 PAM: 6

What do the screens show for `CCOC(=O)C1CCCN(S(=O)(=O)CCNC(=O)c2cccc(OC)c2)C1` (stereo not given)?
CHO parental Ca: -16; CHRM4 antagonist: -4; OXTR potentiator: 9; CHO-K1 Ca antag: -7; CHRM4 agonist: 1; M1 antag: -2; CHO-K1 Ca ag: 0.7; CHRM1 agonist: 4; CHRM1 PAM: 1

What do the screens show for `Cc1ccc2nc3c(nc2c1C)C(O)=C3O`?
CHO parental Ca: -27; CHRM4 antagonist: -13; OXTR potentiator: 1; CHO-K1 Ca antag: -12; CHRM4 agonist: 0; M1 antag: -8; CHO-K1 Ca ag: 0.2; CHRM1 agonist: -2; CHRM1 PAM: 5

How did COc1ccc(N2CCN(C(CNC(=O)C(C)C)c3ccc4c(c3)OCO4)CC2)cc1 (stereo not given) do in these assays?
CHO parental Ca: 7; CHRM4 antagonist: -2; OXTR potentiator: 3; CHO-K1 Ca antag: -4; CHRM4 agonist: 1; M1 antag: 22; CHO-K1 Ca ag: 0.5; CHRM1 agonist: -5; CHRM1 PAM: -16

Three compounds out of the list, ordered by SMILES length, low to high.
What do the screens show for `Cc1ccc2nc3c(nc2c1C)C(O)=C3O`?
CHO parental Ca: -27; CHRM4 antagonist: -13; OXTR potentiator: 1; CHO-K1 Ca antag: -12; CHRM4 agonist: 0; M1 antag: -8; CHO-K1 Ca ag: 0.2; CHRM1 agonist: -2; CHRM1 PAM: 5

How did COc1cccc(N2C(=O)CC(c3c[nH]c4ccccc34)C2=O)c1 (stereo not given) do in these assays?
CHO parental Ca: 1; CHRM4 antagonist: -6; OXTR potentiator: -12; CHO-K1 Ca antag: -2; CHRM4 agonist: 7; M1 antag: 0; CHO-K1 Ca ag: 0.3; CHRM1 agonist: -1; CHRM1 PAM: 4

How did COc1ccc(N2CCN(C(CNC(=O)C(C)C)c3ccc4c(c3)OCO4)CC2)cc1 (stereo not given) do in these assays?
CHO parental Ca: 7; CHRM4 antagonist: -2; OXTR potentiator: 3; CHO-K1 Ca antag: -4; CHRM4 agonist: 1; M1 antag: 22; CHO-K1 Ca ag: 0.5; CHRM1 agonist: -5; CHRM1 PAM: -16

Screens deposited in PubChem BioAssay by The Scripps Research Institute Molecular Screening Center.
